Screening results: PubChem BioAssay, National Center for Advancing Translational Sciences (NCATS)
MmCpn inh: inhibitors of Methanococcus maripaludis chaperonin (MmCpn); purified Mm-Cpn ATPase, ADP Transcreener TR-FRET; Potency, µM (titrated, usually from 76.9 µM), without a hit: at the top dose activity, negative = inhibition, usual class: inhibitors; 0.031% of 330,000 active; further: potency means the concentration at half of the fitted maximal effect; on the % scale 0 is the no-effect control and ±100 the full control effect; nearly all actives have a fitted effect of over 80% in size
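Compound-treated chaperonin, 25 nM final, turns over 10 uM ATP at 37°C for 30 min following a 10 min preincubation; ADP generated competes with ADP-d2 for Eu-cryptate antibody, lowering FRET.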
HEK293 tox: cytotoxicity in counter-screen for GLP-1R inverse agonists. Potency, µM (series often up to 38.3 µM), for the others: at the top dose activity change, negative = inhibition, usual class: inhibitors. AID 624418. 0.13% of 410,000 active. HEK293 cAMP-luciferase reporter cells, luminescence, 24 h;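 further: loss of luciferase light is scored as toxicity; potency means the concentration at half of the fitted maximal effect; on the % scale 0 is the no-effect control and ±100 the full control effect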
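Step one: seed cells (200 cells/uL, DMEM with 10% Nu serum, 1% pen-strep). Step two: 12-hour incubation at 37 deg C. Step three: pin 23 nL compound, incubate 24 hr. Step four: add luciferase reagent, read luminescence 12 min later.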
TDP-43 yeast inh: TDP-43 toxicity inhibition in yeast. 1.8% of 410,000 active. TDP-43 expressing yeast growth rescue, BacTiter-Glo, 24 h. Potency, µM (highest dose often 46.1 µM), for the others: at the highest dose growth rescue (activation), hits mostly activators; further: potency means the concentration at half of the fitted maximal effect; % of control where 0% means no effect; nearly all actives have a fitted effect of over 50% in size
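Readout is BacTiter-Glo luminescence of cell growth, so inhibitors register as activators. TDP-43-expressing yeast at OD600=0.02 in galactose medium, after raffinose pregrowth to mid-log, were incubated with compound for 24 hr at 30 deg C.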
aSyn rescue: rescues yeast growth from alpha-synuclein toxicity. 0.14% of 370,000 active. Yeast expressing alpha-synuclein, growth rescue, BacTiter-Glo, 24 h. Potency, µM (highest dose often 46.1 µM), for the others: at the top dose growth rescue (activation), actives largely listed as activators; further: potency means the concentration at half of the fitted maximal effect; % of control where 0% means no effect; nearly all actives have a fitted effect of over 65% in size
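Screening used galactose-induced yeast with toxic alpha-synuclein levels, exposed to compound for 24 hr at 30 deg C. Cell growth, read with BacTiter-Glo luminescence, gave the measured signal.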
GLP1R inv ag: inverse agonists of human GLP-1 receptor. P43220. HEK293 GLP-1R CRE-luciferase, luminescence, 24 h; GLP-1R form is constitutively active. Potency, µM (top dose mostly 38.3 µM), inactives show at the highest dose activity change, negative = inhibition, actives largely listed as inhibitors. 1.6% of 410,000 active. AID 624417; further: potency means the concentration at half of the fitted maximal effect; on the % scale 0 is the no-effect control and ±100 the full control effect; nearly all actives have a fitted effect of over 55% in size
Target sequence (P43220 whole entry, looked up): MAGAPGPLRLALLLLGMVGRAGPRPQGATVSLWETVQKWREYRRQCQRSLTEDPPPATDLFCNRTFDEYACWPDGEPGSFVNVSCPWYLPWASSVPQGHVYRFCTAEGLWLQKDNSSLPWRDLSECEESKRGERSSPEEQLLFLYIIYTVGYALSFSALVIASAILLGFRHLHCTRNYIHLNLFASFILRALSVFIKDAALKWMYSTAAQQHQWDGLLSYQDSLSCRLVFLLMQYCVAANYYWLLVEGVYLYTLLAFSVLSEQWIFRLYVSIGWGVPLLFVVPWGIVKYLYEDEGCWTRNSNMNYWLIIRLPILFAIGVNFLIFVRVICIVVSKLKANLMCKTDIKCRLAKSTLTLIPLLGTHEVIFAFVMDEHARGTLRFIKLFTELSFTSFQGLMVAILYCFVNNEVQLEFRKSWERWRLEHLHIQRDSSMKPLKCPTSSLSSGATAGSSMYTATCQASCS
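Stable HEK293 clone (constitutively active GLP-1R + cAMP-response luciferase); 200 cells/uL plated, 12 h pre-culture, compound 24 hr, 37 deg C/5% CO2; detection reagent 12 min RT; luminescence.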
FUS yeast rescue: FUS proteinopathy suppression in yeast; Potency, µM (doses to about 76.6 µM), for inactives: top-dose growth rescue (activation), most hits filed as activators; AID 1347120; S. cerevisiae FUS-expressing, growth rescue, OD600, 24 h; 0.24% of 390,000 active;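 further: potency means the concentration at half of the fitted maximal effect; plate controls were DMSO vehicle for no effect and reference control for full effect; nearly all actives have a fitted effect of over 55% in size; some results filed as inactive show a strong effect at the top dose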
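Toxicity suppression screen in FUS-yeast. Cells induced with 2% galactose, starting OD 0.005, treated 24hr at 30C with compounds at multiple final concentrations; growth by OD600.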
PTHR1 ag: agonists of human PTHR1 parathyroid hormone receptor. Q03431. HEK293 GP2 PTHR1 cells, GloSensor cAMP luminescence, 1 h. Potency, µM (top dose mostly 115 µM), without a hit: top-dose activation, hits mostly activators. 0.075% of 410,000 active. AID 743266; further: potency means the concentration at half of the fitted maximal effect; nearly all actives have a fitted effect of over 55% in size; some results filed as inactive show a strong effect at the top dose; inactives centre near -15; many of its hits are not listed in these tables
Target sequence (Q03431 whole entry, looked up): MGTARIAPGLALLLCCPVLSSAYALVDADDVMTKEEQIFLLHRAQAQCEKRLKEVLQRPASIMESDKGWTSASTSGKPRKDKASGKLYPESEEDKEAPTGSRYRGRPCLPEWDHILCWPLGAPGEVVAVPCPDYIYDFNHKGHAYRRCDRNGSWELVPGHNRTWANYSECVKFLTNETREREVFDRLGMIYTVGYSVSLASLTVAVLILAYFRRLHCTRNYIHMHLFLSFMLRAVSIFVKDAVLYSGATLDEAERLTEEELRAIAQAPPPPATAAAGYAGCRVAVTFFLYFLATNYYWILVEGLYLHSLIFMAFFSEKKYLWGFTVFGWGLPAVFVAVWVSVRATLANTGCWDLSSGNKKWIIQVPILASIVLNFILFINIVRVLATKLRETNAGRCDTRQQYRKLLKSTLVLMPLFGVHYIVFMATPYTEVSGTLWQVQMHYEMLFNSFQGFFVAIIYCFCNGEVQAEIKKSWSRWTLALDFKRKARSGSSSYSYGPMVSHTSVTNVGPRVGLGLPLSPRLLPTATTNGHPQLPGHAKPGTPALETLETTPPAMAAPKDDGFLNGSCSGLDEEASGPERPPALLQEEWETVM
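HEK-293-derived GP2 cells expressing PTHR1 and a GloSensor cAMP reporter, 3,000/well, plated overnight, given luciferin plus IBMX (each 0.5 mM as added) for 1 h at 37 °C, then compound for 1 h at 37 °C. Luminescence was read after 15 min at room temperature.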
Abeta yeast res: A-beta toxicity reversal in yeast; yeast expressing A-beta42, growth rescue, OD600, 48 h; response scale: 0% DMSO, 100% iron-clioquinol control; Potency, µM (doses to about 46.1 µM), for the others: top-dose growth rescue, most hits filed as activators; 0.063% of 410,000 active; further: potency means the concentration at half of the fitted maximal effect; nearly all actives have a fitted effect of over 55% in size
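Growth rescue measured by 600 nm absorbance after 48 h yeast culture at 30 C with compound. Values normalized between DMSO and an equimolar ferric chloride plus clioquinol control.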
pAkt inh: Akt phosphorylation inhibition; Neuro2A IGF-stimulated pAkt S473 HTRF, 20 min; active compounds read low; activity change, % for hits at 50 µM; AID 651550; 0.32% of 360,000 active; in the data active means activity change below about -80%; inconclusive means mostly about -51% to -80%; further: on the % scale 0 is the no-effect control and ±100 the full control effect
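Neuro2A cells in DMEM with 0.5% FBS, overnight at 37 deg C, given compound at single 50 µM final, then IGF (6 nM final) for 20 min at 37 deg C. Lysed; phospho-Akt Ser473 by HTRF after 24 h, 665/615 ratio.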
The depositor's hits bear a star; [ ] = another dose, or the depositor's remark. Unless noted, the call rests on the fitted dose curve; in most records, active means well fitted curve in the direction sought with a large enough effect; inconclusive means small, poorly fitted or top-dose-only effect, or another doubt; inactive means no such curve, though single readings can be large; an effect the other way counts as inactive or inconclusive. A portion of the library; count on the stated rates, not on these rows.

How did Cc1oc(-c2ccccc2)nc1C(=O)OCC(=O)NCc1ccccc1 do in these assays?
MmCpn inh: 3%; HEK293 tox: 7%; TDP-43 yeast inh: 18%; aSyn rescue: -15%; GLP1R inv ag: 7%; FUS yeast rescue: 6%; PTHR1 ag: inactive; Abeta yeast res: -19%; pAkt inh: inactive

What do the screens show for `CCc1ccc(OC(=O)Nc2ccccc2)cc1`?
MmCpn inh: -9%; HEK293 tox: 13%; TDP-43 yeast inh: inconclusive; aSyn rescue: -9%; GLP1R inv ag: 9%; FUS yeast rescue: -5%; PTHR1 ag: -24%; Abeta yeast res: 12%; pAkt inh: inactive

Results for O=C1NCCc2c1[nH]c1ccc([N+](=O)[O-])cc21 ?
MmCpn inh: 2%; HEK293 tox: -1%; TDP-43 yeast inh: 18%; aSyn rescue: 1%; GLP1R inv ag: 9%; FUS yeast rescue: -10%; PTHR1 ag: inactive; Abeta yeast res: 1%; pAkt inh: inactive

How did Cc1cccc(Oc2cc(NC(=O)c3ccccc3)cc([N+](=O)[O-])c2)c1 do in these assays?
MmCpn inh: -4%; HEK293 tox: -6%; TDP-43 yeast inh: -4%; aSyn rescue: -1%; GLP1R inv ag: inconclusive; FUS yeast rescue: 2%; PTHR1 ag: -8%[57.5 µM]; Abeta yeast res: 12%; pAkt inh: inactive

How did Cc1cc(C)cc(NC(=O)CCCCCN2C(=O)[C@@H]3Cc4ccccc4CN3C2=O)c1 do in these assays?
MmCpn inh: 0%; HEK293 tox: -8%; TDP-43 yeast inh: 25%; aSyn rescue: 12%; GLP1R inv ag: -30%; FUS yeast rescue: 32%; PTHR1 ag: inactive; Abeta yeast res: 23%

What do the screens show for `CN(C)C(=O)CCc1nc(-c2ccc(C(C)(C)C)cc2)no1`?
MmCpn inh: -1%; HEK293 tox: -2%; TDP-43 yeast inh: 17%; aSyn rescue: 5%; GLP1R inv ag: -18%; FUS yeast rescue: 4%; PTHR1 ag: -29%; Abeta yeast res: 9%; pAkt inh: inactive

Results for COc1ccccc1N1CCN(CC(O)COc2c(OC)cccc2OC)CC1 (stereo not given) ?
MmCpn inh: -3%; HEK293 tox: -14%; TDP-43 yeast inh: -14%; aSyn rescue: 0%; GLP1R inv ag: -16%; FUS yeast rescue: 15%; PTHR1 ag: -22%[57.5 µM]; Abeta yeast res: -5%; pAkt inh: inactive

What do the screens show for `CCC(C)NC(=O)c1csc2c1CCCCC2` (stereo not given)?
MmCpn inh: 0%; HEK293 tox: 1%; TDP-43 yeast inh: -1%; aSyn rescue: 16%; GLP1R inv ag: inconclusive; FUS yeast rescue: 10%; PTHR1 ag: -22%; Abeta yeast res: 9%; pAkt inh: inactive

Results for O=C1CC(N2CCN(Cc3ccccc3)CC2)C(=O)N1c1ccccc1 (stereo not given) ?
MmCpn inh: -3%; HEK293 tox: -2%; TDP-43 yeast inh: 21%; aSyn rescue: 22%; GLP1R inv ag: 30%[activator]; FUS yeast rescue: -7%; PTHR1 ag: -15%; Abeta yeast res: 7%; pAkt inh: inactive

What do the screens show for `Cc1ccc(C(C)C)cc1OCC(=O)NNC(=O)Nc1ccccc1`?
MmCpn inh: -3%; HEK293 tox: -10%; TDP-43 yeast inh: -5%; aSyn rescue: 1%; GLP1R inv ag: 6.3µM*; FUS yeast rescue: 1%; PTHR1 ag: -10%; Abeta yeast res: -5%; pAkt inh: inactive

Two consecutive entries already listed, quoted:
Results for O=C1CC(N2CCN(Cc3ccccc3)CC2)C(=O)N1c1ccccc1 (stereo not given) ?
MmCpn inh: -3%; HEK293 tox: -2%; TDP-43 yeast inh: 21%; aSyn rescue: 22%; GLP1R inv ag: 30%[activator]; FUS yeast rescue: -7%; PTHR1 ag: -15%; Abeta yeast res: 7%; pAkt inh: inactive

What do the screens show for `Cc1ccc(C(C)C)cc1OCC(=O)NNC(=O)Nc1ccccc1`?
MmCpn inh: -3%; HEK293 tox: -10%; TDP-43 yeast inh: -5%; aSyn rescue: 1%; GLP1R inv ag: 6.3µM*; FUS yeast rescue: 1%; PTHR1 ag: -10%; Abeta yeast res: -5%; pAkt inh: inactive

(more compounds)
How did O=C(NC1CCCc2ccccc21)C1CCN(S(=O)(=O)c2cccc3nonc23)CC1 (stereo not given) do in these assays?
MmCpn inh: -1%; HEK293 tox: -7%; TDP-43 yeast inh: -23%; aSyn rescue: -8%; GLP1R inv ag: -11%; FUS yeast rescue: 2%; PTHR1 ag: inactive; Abeta yeast res: -12%; pAkt inh: inactive

What do the screens show for `Cn1c(=O)c2c(nc(NCc3ccc4c(c3)OCO4)n2Cc2ccc(F)cc2)n(C)c1=O`?
MmCpn inh: 0%; HEK293 tox: inconclusive; TDP-43 yeast inh: inconclusive; GLP1R inv ag: inconclusive; FUS yeast rescue: 4%; PTHR1 ag: -25%; Abeta yeast res: 11%

Results for CCn1c(=O)cc(OCC(=O)Nc2ccc(OC)c(OC)c2)c2ccccc21 ?
MmCpn inh: 2%; HEK293 tox: inconclusive; TDP-43 yeast inh: -29%; aSyn rescue: 1%; GLP1R inv ag: 68%[activator]; FUS yeast rescue: 13%; PTHR1 ag: inactive; Abeta yeast res: -10%; pAkt inh: inactive

How did CC(C)n1c(SCC(=O)NC2CCCCC2)nnc1-c1ccco1 do in these assays?
MmCpn inh: -2%; HEK293 tox: 2%; TDP-43 yeast inh: -9%; aSyn rescue: 0%; GLP1R inv ag: 4%; FUS yeast rescue: 8%; PTHR1 ag: -3%; Abeta yeast res: -2%; pAkt inh: inactive

How did S=C(Nc1ccccc1Cl)Nc1ccc(Cl)cc1Cl do in these assays?
MmCpn inh: 2%; HEK293 tox: -9%; TDP-43 yeast inh: 4%; aSyn rescue: 0%; GLP1R inv ag: 3%; FUS yeast rescue: -22%; PTHR1 ag: inactive; Abeta yeast res: 20%

Results for COc1ccccc1CN1CC(C(=O)N(C)Cc2ccc(C)o2)CCC1=O (stereo not given) ?
MmCpn inh: 0%; HEK293 tox: 7%; TDP-43 yeast inh: 17%; aSyn rescue: 1%; GLP1R inv ag: 6%; FUS yeast rescue: 19%; PTHR1 ag: inactive; Abeta yeast res: 7%; pAkt inh: inactive

What do the screens show for `Cc1cc(=O)oc2c3c(cc(OCC(=O)N[C@H](C(=O)O)c4ccccc4)c12)OC(C)(C)CC3`?
MmCpn inh: -6%; HEK293 tox: 4%; TDP-43 yeast inh: 7%; aSyn rescue: 4%; GLP1R inv ag: 17%; FUS yeast rescue: -5%; PTHR1 ag: 14%; Abeta yeast res: -13%; pAkt inh: inactive

What do the screens show for `O=C(CSc1nc2ccccc2n1CC(=O)N1CCOCC1)N1CCCC1`?
MmCpn inh: -1%; HEK293 tox: -7%; TDP-43 yeast inh: -5%; aSyn rescue: -3%; GLP1R inv ag: 10%; FUS yeast rescue: -8%; PTHR1 ag: -15%; Abeta yeast res: 3%; pAkt inh: inactive

What do the screens show for `COc1cc(NC(=O)CN2CCN(c3ccccn3)CC2)cc(OC)c1OC`?
MmCpn inh: 0%; HEK293 tox: 5%; TDP-43 yeast inh: -19%; aSyn rescue: 1%; GLP1R inv ag: 2%; FUS yeast rescue: 31%; PTHR1 ag: inactive; Abeta yeast res: -6%; pAkt inh: inactive

What do the screens show for `COc1ccc(NC(=O)CCCNC(=O)Cn2cnc3sc4c(c3c2=O)CCCC4)c(OC)c1`?
MmCpn inh: -6%; HEK293 tox: 8%; TDP-43 yeast inh: -17%; aSyn rescue: 5%; GLP1R inv ag: 16%; FUS yeast rescue: 10%; PTHR1 ag: inconclusive; Abeta yeast res: -4%; pAkt inh: inactive

What do the screens show for `CC(C)(C)c1[nH]nc2c1C(c1cccnc1)C(C#N)=C(N)O2` (stereo not given)?
MmCpn inh: 1%; HEK293 tox: -21%; TDP-43 yeast inh: -13%; aSyn rescue: -8%; GLP1R inv ag: -3%; FUS yeast rescue: inconclusive; PTHR1 ag: -8%[57.5 µM]; Abeta yeast res: -17%; pAkt inh: inactive

Results for CSCCC(NC(=O)c1ccc(Cl)cc1Cl)C(=O)NNC(=O)c1csc(N2CCOCC2)n1 (stereo not given) ?
MmCpn inh: -3%; HEK293 tox: 23%; TDP-43 yeast inh: 17%; aSyn rescue: -1%; GLP1R inv ag: 29%; PTHR1 ag: -3%; Abeta yeast res: 0%; pAkt inh: inactive

Results for COc1ccc(NC(=O)CSc2ncc(-c3ccc(Cl)cc3)[nH]2)cc1OC ?
HEK293 tox: 4%; TDP-43 yeast inh: 25%; GLP1R inv ag: -16%; FUS yeast rescue: 35%; PTHR1 ag: -50%[inhibitor]; Abeta yeast res: -3%

What do the screens show for `CCn1c(CC(=O)Nc2ccccc2OC)nnc1SCC(=O)Nc1ccccc1F`?
MmCpn inh: 0%; HEK293 tox: -13%; aSyn rescue: 1%; GLP1R inv ag: inconclusive; FUS yeast rescue: 11%; PTHR1 ag: inactive; Abeta yeast res: 10%; pAkt inh: inactive

Results for N#Cc1ccc(C(=O)CSc2n[nH]c(=O)n2Cc2ccco2)cc1 ?
MmCpn inh: 0%; HEK293 tox: -4%; TDP-43 yeast inh: -4%; aSyn rescue: -4%; GLP1R inv ag: 8%; FUS yeast rescue: -14%; PTHR1 ag: -19%; Abeta yeast res: 3%; pAkt inh: inactive
